CHX counter: counter-screen for Shiga toxin inhibitors: cycloheximide protein synthesis inhibition. cell reporter, cycloheximide protein synthesis inhibition counterscreen. max response, %. actives 12% (n = 300,000). AID 2314; in the data active = max response mostly above about 13%, no sharp cut-off; inactive = mostly below about 14%; also: read at 38.3 µM for the half of the compounds with a filed dose; 0% is about no effect
TbPYK inhibitor: T. brucei pyruvate kinase inhibition; AID 624173; actives 0.12% (n = 410,000); TbPYK enzyme, Kinase-Glo Plus ATP luminescence, 45 min; Potency, µM (doses to about 76.8 µM), for the others: at the top dose activity, negative = inhibition, usual class: inhibitors; Q57TT1; also: potency is read from the fitted curve at half-maximal effect; % is scaled to controls: 0 for no effect and ±100 for the full control effect; nearly all actives have a fitted effect of over 50% in size
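Readout: single end-point luminescence (Kinase-Glo Plus, 10 min). Reaction conditions were TbPYK/substrate plus 130 uM ADP, 45 min at RT, pH 7.2 TEA buffer. No-enzyme wells served as controls, and data were normalized before concentration-response fitting.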
Pf growth 48h: inhibits P. falciparum growth in the first generation, 48 h; P. falciparum luciferase growth in erythrocytes, 48 h; Potency, µM (top dose mostly 28.7 µM), for inactives: top-dose activity change, negative = inhibition, most hits filed as inhibitors; actives 5.9% (n = 310,000); AID 504832; also: potency is read from the fitted curve at half-maximal effect; % is scaled to controls: 0 for no effect and ±100 for the full control effect
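Read-out is firefly luciferase luminescence from an integrated reporter in P. falciparum, so falling signal marks reduced parasite growth. Infected erythrocytes were at 2% hematocrit and 0.1% parasitemia (final) in Albumax-supplemented RPMI 1640.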
HCV inhibitor: HCV inhibition; AID 651820; Potency, µM (top dose mostly 41.8 µM), for the others: top-dose activity change, negative = inhibition, hits mostly inhibitors; Huh7.5.1 HCVcc-Cre infection, luciferase reporter, 44 h; actives 3.4% (n = 340,000); also: potency is read from the fitted curve at half-maximal effect; % is scaled to controls: 0 for no effect and ±100 for the full control effect
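Infectious HCV cell culture screen: compound-treated cells (1,000/well, pre-plated 4 h) are infected with HCVcc-Cre at roughly 0.5 moi and grown 44 h. Infection is quantified by luciferase signal after 15 min substrate incubation at room temperature.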
Shiga inhibitor: blocks Shiga toxin action in Vero cells. actives 9.2% (n = 290,000). Vero cells, Shiga toxin protein synthesis inhibition reporter. inhibition, % at 38.7 µM; in the data active = inhibition mostly above about 28%, no sharp cut-off; inactive = mostly below about 43%; also: 0% is about no effect
LmPK inh: inhibitors of Leishmania mexicana pyruvate kinase; Q27686; purified LmPK, Kinase-Glo ATP luminescence, 1 h; Potency, µM (series often up to 57.5 µM), without a hit: at the highest dose activity change, negative = inhibition, most hits filed as inhibitors; actives 0.37% (n = 290,000); AID 1721; also: potency is read from the fitted curve at half-maximal effect; % is scaled to controls: 0 for no effect and ±100 for the full control effect
Target sequence (Q27686 whole entry, looked up): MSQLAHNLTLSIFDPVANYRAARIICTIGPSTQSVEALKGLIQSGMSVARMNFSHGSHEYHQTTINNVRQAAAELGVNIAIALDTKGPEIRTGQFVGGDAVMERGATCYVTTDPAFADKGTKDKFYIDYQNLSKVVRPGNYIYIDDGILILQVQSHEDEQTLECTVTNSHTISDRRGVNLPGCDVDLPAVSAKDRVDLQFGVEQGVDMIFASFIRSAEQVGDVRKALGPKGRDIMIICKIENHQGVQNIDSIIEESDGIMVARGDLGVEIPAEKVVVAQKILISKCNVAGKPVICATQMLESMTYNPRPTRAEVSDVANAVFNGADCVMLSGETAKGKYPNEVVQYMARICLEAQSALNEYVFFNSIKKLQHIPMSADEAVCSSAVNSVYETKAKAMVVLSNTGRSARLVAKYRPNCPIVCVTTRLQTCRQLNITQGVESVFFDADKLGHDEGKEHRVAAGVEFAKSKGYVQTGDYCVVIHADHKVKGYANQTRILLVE
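qHTS format; LmPK 0.1 nM; substrates PEP 0.5 mM and ADP 0.1 mM. One-hour room-temperature incubation, then coupled luciferase luminescence; 0.5 nM enzyme wells mark activation.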
Pf growth 96h: inhibits malaria parasite growth, 96 h | Potency, µM (top dose mostly 28.7 µM), without a hit: at the highest dose activity change, negative = inhibition, usual class: inhibitors | actives 6.9% (n = 320,000) | P. falciparum luciferase reporter growth, 96 h; also: potency is read from the fitted curve at half-maximal effect; % is scaled to controls: 0 for no effect and ±100 for the full control effect
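Compounds incubated with erythrocytes infected by luciferase-expressing P. falciparum (2% hematocrit, 0.05% parasitemia final) for 96 hours, 37 C in 5% CO2. Growth inhibition scored as decreased luciferase luminescence.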
Active calls of the source: *; & = joins results of further samples; [ ] = another dose, or the depositor's remark. Unless noted, calls follow the shape of the dose curve; as a rule, active = well fitted curve in the direction sought with a large enough effect; inconclusive = small, poorly fitted or top-dose-only effect, or another doubt; inactive = no such curve, though single readings can be large; an effect the other way counts as inactive or inconclusive.

C/C(=N\NS(=O)(=O)c1ccc([N+](=O)[O-])cc1)c1ccc2c(c1)OCO2 was read as CHX counter 7, TbPYK inhibitor 0%, Pf growth 48h 40%[activator], HCV inhibitor 23%, Shiga inhibitor -8, LmPK inh 1% and Pf growth 96h 5.9µM*.
Screening CC(=O)Nc1cccc(NC(=O)CSc2ccc(C(F)(F)F)cc2[N+](=O)[O-])c1 returned CHX counter 4, TbPYK inhibitor -11%, Pf growth 48h 102%[activator], HCV inhibitor -3%, Shiga inhibitor 28, LmPK inh 4% and Pf growth 96h 41%[activator].
Screening CC1=CC(=O)C=C/C1=C(/c1ccc(O)cc1C)c1ccccc1S(=O)(=O)O returned TbPYK inhibitor 5%, Pf growth 48h -14%, HCV inhibitor -7% and Pf growth 96h -11%.
`COc1ccccc1CNC(=O)C1CCC(CNS(=O)(=O)c2ccc(NC(C)=O)cc2)CC1` (configuration not stated) gave CHX counter 3, TbPYK inhibitor -7%, Pf growth 48h inconclusive, HCV inhibitor 0%, Shiga inhibitor 15, LmPK inh 0% and Pf growth 96h inconclusive.
Screening Cc1[nH]n2c(=O)c(C#N)c(-c3ccccc3)nc2c1-c1ccccc1 returned CHX counter -4, TbPYK inhibitor -8%, Pf growth 48h 3%, HCV inhibitor 7%, Shiga inhibitor -7, LmPK inh -1% and Pf growth 96h inconclusive.
CCOc1ccc(C(=O)CCc2nc3ccccc3s2)cc1 was read as CHX counter 22*, TbPYK inhibitor -1%, Pf growth 48h 19%, HCV inhibitor -15%, Shiga inhibitor 62*, LmPK inh 3% and Pf growth 96h 50%[activator].
CCOC(=O)c1cn(Cc2cccc(Cl)c2)c2cc(C)nn2c1=O was read as CHX counter 11, TbPYK inhibitor -1%, Pf growth 48h -14%, HCV inhibitor 16%, Shiga inhibitor -6, LmPK inh 2% and Pf growth 96h inconclusive.
Screening COC(=O)C(/C=N/OCc1ccc([N+](=O)[O-])cc1)NC(=O)c1cccc(Cl)c1 (configuration not stated) returned CHX counter -1, TbPYK inhibitor -8%, Pf growth 48h -1%, HCV inhibitor -11%, Shiga inhibitor 24 and LmPK inh 6%.
Cc1cc(=S)cc(C)n1CCCn1ccnc1 was read as CHX counter -4, TbPYK inhibitor 6%, Pf growth 48h 3%, HCV inhibitor 11%, Shiga inhibitor -9, LmPK inh -4% and Pf growth 96h -2%.
CC(NC(=O)CCn1nc(-c2ccc(Cl)cc2)ccc1=O)c1ccccc1 (configuration not stated) was read as CHX counter -2, TbPYK inhibitor -1%, Pf growth 48h -10%, HCV inhibitor 6%, Shiga inhibitor -4, LmPK inh 0% and Pf growth 96h inconclusive.
`Cc1cc(C)c(NC(=O)C[N+](C)(C)CC(O)COc2cccc3ccccc23)c(C)c1` (configuration not stated) gave CHX counter -3, TbPYK inhibitor -2%, Pf growth 48h 5.2µM*, HCV inhibitor 7%, Shiga inhibitor -9, LmPK inh 1% and Pf growth 96h -7%.
Cc1ccccc1NC(=O)Cc1nnc(SCC(=O)Nc2ccccc2)n1C was read as CHX counter 11, TbPYK inhibitor -15%, Pf growth 48h -2%, HCV inhibitor 19%, Shiga inhibitor -4, LmPK inh 0% and Pf growth 96h inconclusive.
For COC(=O)c1c(NC(=O)COC(=O)CC(NC(C)=O)c2ccccc2)sc(C)c1C (configuration not stated) the results were TbPYK inhibitor -3%, Pf growth 48h -15%, HCV inhibitor inconclusive and Pf growth 96h 0%.
`CN1C[C@@H]2C[C@@H](c3cccn3-c3nccs3)N3CCC[C@@]23C1=O` gave CHX counter 10, TbPYK inhibitor -12%, Pf growth 48h -20%, HCV inhibitor 16%, Shiga inhibitor -2, LmPK inh 6% and Pf growth 96h -14%.
`O=C(NCc1ccccc1)C1c2ccccc2Oc2ccccc21` gave CHX counter 3, TbPYK inhibitor -1%, Pf growth 48h -1%, HCV inhibitor 4%, Shiga inhibitor 11, LmPK inh 0% and Pf growth 96h 5%.
For COc1ccc(S(=O)(=O)NCCC(C)C)cc1OC the results were CHX counter -2, TbPYK inhibitor -5%, Pf growth 48h -2%, HCV inhibitor -1%, Shiga inhibitor 27 and LmPK inh -10%.
`c1ccc2c(c1)OCCOCCOCCOCCOCCOc1ccccc1OCCOCCOCCO2` gave CHX counter -1, TbPYK inhibitor -5%, Pf growth 48h inconclusive, HCV inhibitor inconclusive, Shiga inhibitor -3, LmPK inh 6% and Pf growth 96h 7.4µM*.
For CCOc1ccc(NC(=O)c2cc(=O)[nH]c3ccccc23)cc1 the results were CHX counter 1, TbPYK inhibitor -6%, Pf growth 48h 23%, HCV inhibitor -16%, Shiga inhibitor 25, LmPK inh 5% and Pf growth 96h -39%.
O=C(NC1CC(=O)N(c2cccc(F)c2)C1)N1CCN(C(=O)c2ccco2)CC1 (configuration not stated) was read as TbPYK inhibitor -8%, Pf growth 48h 7%, HCV inhibitor 15% and Pf growth 96h 27%.
Screening CC(C)(C)OC(=O)[C@H]1[C@H](c2ccc([N+](=O)[O-])cc2)C2(C(=O)c3ccccc3C2=O)C2c3ccccc3C=NN21 (some centres not stated) returned CHX counter 12*, TbPYK inhibitor 1%, Pf growth 48h 13µM*, HCV inhibitor inconclusive, Shiga inhibitor 42, LmPK inh 0% and Pf growth 96h 1.9µM*.
Screening O=C(N/N=C/c1ccncc1)c1cc2ccccc2o1 returned CHX counter -1, TbPYK inhibitor -4%, Pf growth 48h -4%, HCV inhibitor 1%, Shiga inhibitor -3, LmPK inh 2% and Pf growth 96h -18%.
`O=C(Nc1ccc(-c2nc3ncccc3o2)cc1)c1ccc(Br)o1` gave CHX counter 9, TbPYK inhibitor 4%, Pf growth 48h inconclusive, HCV inhibitor -5%&-22%, Shiga inhibitor -28 and LmPK inh 2%.
CCn1c(O)c(C=NC2CCCC2)sc1=S was read as CHX counter 34*, TbPYK inhibitor 5%, HCV inhibitor -23%, Shiga inhibitor 23, LmPK inh -8% and Pf growth 96h -19%.
CCN1CCN(S(=O)(=O)c2cc(C(=O)O)ccc2Cl)CC1 was read as CHX counter -2, TbPYK inhibitor -1%, Pf growth 48h inconclusive, HCV inhibitor 14%, Shiga inhibitor 15, LmPK inh -2% and Pf growth 96h inconclusive.

The list goes on (5 carried over from the part before).
Screening CC(C)(C)OC(=O)[C@H]1[C@H](c2ccc([N+](=O)[O-])cc2)C2(C(=O)c3ccccc3C2=O)C2c3ccccc3C=NN21 (some centres not stated) returned CHX counter 12*, TbPYK inhibitor 1%, Pf growth 48h 13µM*, HCV inhibitor inconclusive, Shiga inhibitor 42, LmPK inh 0% and Pf growth 96h 1.9µM*.
Screening O=C(N/N=C/c1ccncc1)c1cc2ccccc2o1 returned CHX counter -1, TbPYK inhibitor -4%, Pf growth 48h -4%, HCV inhibitor 1%, Shiga inhibitor -3, LmPK inh 2% and Pf growth 96h -18%.
`O=C(Nc1ccc(-c2nc3ncccc3o2)cc1)c1ccc(Br)o1` gave CHX counter 9, TbPYK inhibitor 4%, Pf growth 48h inconclusive, HCV inhibitor -5%&-22%, Shiga inhibitor -28 and LmPK inh 2%.
CCn1c(O)c(C=NC2CCCC2)sc1=S was read as CHX counter 34*, TbPYK inhibitor 5%, HCV inhibitor -23%, Shiga inhibitor 23, LmPK inh -8% and Pf growth 96h -19%.
CCN1CCN(S(=O)(=O)c2cc(C(=O)O)ccc2Cl)CC1 was read as CHX counter -2, TbPYK inhibitor -1%, Pf growth 48h inconclusive, HCV inhibitor 14%, Shiga inhibitor 15, LmPK inh -2% and Pf growth 96h inconclusive.
Screening O=C(O)CSCC(=O)Nc1ccc(Br)c(C(F)(F)F)c1 returned CHX counter -2, TbPYK inhibitor 0%, Pf growth 48h -8%, HCV inhibitor 14%, Shiga inhibitor 4, LmPK inh 1% and Pf growth 96h 132%[activator].
`CCOP(=O)(OCC)C(Nc1ccccc1)c1cc(OC)ccc1OC` (configuration not stated) gave CHX counter -3, TbPYK inhibitor -7%, Pf growth 48h -10%, HCV inhibitor 35%[activator], Shiga inhibitor -2, LmPK inh -4% and Pf growth 96h 43%[activator].
`COc1cc(CN2CCCCCC2)cc([N+](=O)[O-])c1O` gave CHX counter 1, TbPYK inhibitor 3%, Pf growth 48h -13%, HCV inhibitor 10%, LmPK inh -2% and Pf growth 96h 393%[activator].
CC1CC(C)CN(C(=O)C2CC(=O)N(c3ccc(F)cc3)C2)C1 (configuration not stated) was read as CHX counter -5, TbPYK inhibitor 1%, Pf growth 48h 17%, HCV inhibitor 8%, Shiga inhibitor -8, LmPK inh -1% and Pf growth 96h 20%.
`Cc1ccc(S(=O)(=O)N(CC(=O)NCC2CCCO2)c2cccc([N+](=O)[O-])c2)cc1` (configuration not stated) gave CHX counter -1, TbPYK inhibitor 1%, Pf growth 48h inconclusive, HCV inhibitor 11%, Shiga inhibitor 13, LmPK inh 0% and Pf growth 96h inconclusive.
For Cc1cc(C(=O)Nc2nc3c(C)cccc3s2)c(C)o1 the results were CHX counter 19*, TbPYK inhibitor 0%, Pf growth 48h 19%, HCV inhibitor -20%, Shiga inhibitor 11, LmPK inh 0% and Pf growth 96h 45%[activator].
Screening CCN(CC)c1ccc2cc(-c3nnc(-c4ccccc4)o3)c(=O)oc2c1 returned CHX counter 35*, TbPYK inhibitor -20%, Pf growth 48h 24%, HCV inhibitor 16%, Shiga inhibitor 70*, LmPK inh 7% and Pf growth 96h -29%.
For CCN(CC)S(=O)(=O)c1cccc(C(=O)OCC(=O)c2ccc3c(c2)NC(=O)CO3)c1 the results were CHX counter -6, TbPYK inhibitor 3%, HCV inhibitor 16%, Shiga inhibitor -4, LmPK inh -1% and Pf growth 96h inconclusive.
`CC12CCC(=O)N1C(C(=O)O)Cc1c2[nH]c2ccccc12` (configuration not stated) gave CHX counter -2, TbPYK inhibitor 4%, HCV inhibitor 22%, Shiga inhibitor -9, LmPK inh 13% and Pf growth 96h inconclusive.
For Nc1c(C(=O)O)sc2nc(-c3ccccc3)cc(-c3ccccc3)c12 the results were CHX counter -4, TbPYK inhibitor -10%, Pf growth 48h inconclusive, HCV inhibitor 18%, Shiga inhibitor -2, LmPK inh -1% and Pf growth 96h inconclusive.
O=C(NCc1ccco1)c1cc2cc3ccc(Cl)cc3nc2o1 was read as CHX counter 9, TbPYK inhibitor 2%, Pf growth 48h inconclusive, HCV inhibitor inconclusive, Shiga inhibitor 4, LmPK inh 1% and Pf growth 96h 35%[activator].
Cc1ccc(C2(C)NC(=O)N(CC(=O)Nc3cc(S(=O)(=O)N4CCOCC4)ccc3C)C2=O)cc1 (configuration not stated) was read as CHX counter -2, TbPYK inhibitor -8%, Pf growth 48h -14%, HCV inhibitor 7%, Shiga inhibitor -7, LmPK inh 0% and Pf growth 96h inconclusive.
`COc1ccc(CN(C(=O)CSc2nnc(-c3ccc(F)cc3)o2)c2ccc(F)cc2)cc1` gave CHX counter -6, TbPYK inhibitor -1%, Pf growth 48h -23%, HCV inhibitor inconclusive, Shiga inhibitor -4, LmPK inh 4% and Pf growth 96h -1%.

From PubChem BioAssay
